High-throughput results from PubChem.
FEN1 inh: human FEN1 inhibition. Recombinant FEN1 flap cleavage, fluorescence, 15 min. AID 588795. hit rate 0.35% among 390,000. P39748. Potency, µM (doses to about 114 µM), without a hit: at the highest dose activity change, negative = inhibition, actives largely listed as inhibitors; note: nearly all actives have a fitted effect of over 65% in size
Target sequence (P39748 whole entry, looked up): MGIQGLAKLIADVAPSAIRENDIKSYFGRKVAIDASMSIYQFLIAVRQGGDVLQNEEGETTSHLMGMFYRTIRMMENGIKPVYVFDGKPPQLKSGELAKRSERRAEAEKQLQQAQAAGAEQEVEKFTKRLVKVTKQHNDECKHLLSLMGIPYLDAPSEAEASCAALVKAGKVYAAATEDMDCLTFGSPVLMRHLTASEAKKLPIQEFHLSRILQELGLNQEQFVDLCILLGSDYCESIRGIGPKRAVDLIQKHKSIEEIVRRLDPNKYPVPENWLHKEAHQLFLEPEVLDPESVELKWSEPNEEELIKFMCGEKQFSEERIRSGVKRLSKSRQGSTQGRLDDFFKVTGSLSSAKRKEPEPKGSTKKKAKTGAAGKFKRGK
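FEN1 at 10 nM, compound pretreatment for 15 min (room temperature), 50 nM final substrate to initiate; endpoint reads at 0 and 15 min; DMSO-only plates used as vehicle background.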
TDP1 cell CPT: DT40-hTDP1 cell growth loss with CPT; hit rate 12% among 420,000; Potency, µM (highest dose often 46.2 µM), inactives show at the highest dose activity change, negative = growth inhibition, usual class: inhibitors; AID 686979; chicken DT40 Tdp1-/-;hTDP1 cells + 20 nM CPT, ATP luminescence, 48 h; note: nearly all actives have a fitted effect of over 55% in size
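Chicken DT40 Tdp1-/- cells complemented with human TDP1, 400 cells/well, exposed to compounds plus 20 nM camptothecin for at least 48 h at 37 C; viability read as ATP content by CellTiter-Glo luminescence.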
N370S GC: inhibits or activates N370S mutant glucocerebrosidase; P04062; N370S GC spleen homogenate, 4MU-glucoside fluorescence; Potency, µM (highest dose often 59.4 µM), without a hit: top-dose activity change, negative = inhibition, hits mostly inhibitors; hit rate 0.092% among 330,000; AID 2101;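 note: 0% = full enzyme activity and -100% = no enzyme basal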
Starred values were filed as active, the others as inactive; ? = inconclusive; nt = no result given; [ ] = dose if it differs, or a comment. Calls come from the whole dose curve; as a rule, active = well fitted curve in the direction sought with a large enough effect; inconclusive = small, poorly fitted or top-dose-only effect, or another doubt; inactive = no such curve, though single readings can be large; an effect the other way counts as inactive or inconclusive. Unless noted, % is set by controls: 0 for no effect and ±100 for the full control effect; potency is the fitted concentration of half-maximal effect.

SMILES	FEN1 inh	TDP1 cell CPT	N370S GC
CCOC(=O)c1ccc(NC(=O)CCc2nc(-c3ccc(C)cc3)no2)cc1	-18%	?	6%
CCOC(=O)c1ccc(NC(=O)c2c(NCc3ccccc3)[nH]c(=O)[nH]c2=O)cc1	15%	3%	nt
COc1ccc(CCN2CC(C(=O)NCCCn3nc(C)cc3C)CCC2=O)cc1 (configuration not stated)	21%	-21%	-4%
CN(c1ccc(C(=O)Nc2ccc3c(c2)OCO3)cc1)S(C)(=O)=O	10%	-13%	4%
CN1CCCN(Cc2nc(-c3cccc(C(F)(F)F)c3)no2)CC1	5%	?	-4%
Nc1nc2ccc([N+](=O)[O-])c(N)c2s1	-12%	?	1%
CCOc1cc(C(=S)N2CCN(C)CC2)ccc1OCC(=O)N1CCOCC1	6%	-5%	-16%
CC(C)CC(=O)Nc1ccnn1C1CCN(C(=O)c2ccccc2F)CC1	1%	3%	nt
CC(C)(C)c1ccc(OCC(=O)N(c2ccccn2)C2CCCCC2)cc1	-11%	?	?
COC(=O)c1cc(NC(=O)c2ccoc2C)cc(C(=O)OC)c1	-3%	-2%	2%
Cc1ccc(CNC(=O)CCS(=O)(=O)c2ccc3c(c2)NC(=O)CS3)cc1	17%	-30%	-12%
CC(=O)c1cccc(Nc2ncnc3c2cnn3-c2cccc(Cl)c2)c1	16%	?	nt
Nc1nonc1C(=Nc1ccccc1)NO	-12%	-17%	5%
C/C(=N\NC(=O)c1cccc(S(=O)(=O)N2CCOCC2)c1)c1ccc(OC(F)F)cc1	0%	-13%	-3%
Cc1ccc(C2C(C#N)=C(N)Oc3n[nH]c(C)c32)cc1 (configuration not stated)	3%	-18%	2%
COc1ccccc1CNC(=O)c1cc(C(=O)CC(C)C)c[nH]1	-2%	?	-5%
COc1ccc(NC(=O)N(C)C[C@H]2Oc3c(NS(=O)(=O)c4ccc(F)cc4)cccc3C(=O)N([C@H](C)CO)C[C@@H]2C)cc1	-7%	5%	nt
N#CC1(NC(=O)COC(=O)C2CCN(S(=O)(=O)c3ccc4c(c3)OCCO4)CC2)CCCCC1	0%	0%	nt
O=C(c1ccccc1Cl)N(C(=O)c1ccccc1Cl)c1nccc(-c2cccs2)n1	12%	?	9%
O=C(CSc1nnc(-c2cccnc2)n1-c1ccc(SC(F)F)cc1)N1CCCc2ccccc21	6%	?	25%
CC(C(=O)Nc1ccc(S(=O)(=O)N2CCOCC2)cc1)N(c1ccccc1)S(C)(=O)=O (configuration not stated)	1%	-1%	-3%
Cn1cc(/C=C/C(=O)N2CCCC(C(=O)c3ccc(C(C)(C)C)cc3)C2)cn1 (configuration not stated)	14%	?	-4%
CSCCC1NC(=O)N(CC(=O)Nc2cc(C)on2)C1=O (configuration not stated)	-7%	-4%	nt
CCOc1ccc(C(=O)N/N=C/c2ccc(SC)cc2)cc1	-6%	-5%	-28%
COc1ccc(Br)cc1CC1C(=O)Nc2ccccc21 (configuration not stated)	-20%	8.2µM*	nt

Further compounds
SMILES	FEN1 inh	TDP1 cell CPT	N370S GC
COCCC(=O)N1CCC(Oc2ccc(C(=O)N(C)C(C)c3ccon3)cc2)CC1 (configuration not stated)	17%	?	-1%
CSCC[C@H](NC(=O)OCc1ccccc1)C(=O)O	10%	9%	-23%
Nn1cnnc1SCC(=O)Nc1ccc(C2CCCCC2)cc1	10%	-3%	13%
Cc1ccc(S(=O)(=O)N[C@H](C(=O)OCC(=O)NC(=O)Nc2ccc3c(c2)OCCO3)C(C)C)cc1	-9%	?	-13%
CC(C)NC(=O)CSc1cn(CC(=O)N2CCCCCC2)c2ccccc12	-4%	-13%	nt
COc1cc2c(cc1OC)C(c1ccc3c(c1)OCO3)CC(=O)N2 (configuration not stated)	-4%	5%	8%
CCOc1cc(C2C(C#N)=C(N)Oc3n[nH]c(-c4ccccc4)c32)ccc1O (configuration not stated)	-17%	2%	-3%
Cc1cc2c(C)ccc(C)c2nc1SCC(=O)c1cccs1	2%	-25%	12%
Cc1ccc(COc2ccsc2-c2n[nH]c(=S)n2C)cc1	-11%	-8%	1%
Cc1ccccc1NS(=O)(=O)c1ccc(C(=O)NCC(c2ccco2)N(C)C)cc1 (configuration not stated)	2%	-19%	-15%
CC(=O)c1sc(NC(=O)COc2ccc(C)c(C)c2)nc1C	-5%	-25%	-8%
Cc1ccc(CNC(=O)C2CCCN(c3nc4ccccc4n4cccc34)C2)cc1 (configuration not stated)	1%	?	nt
COc1cc2c(cc1OC)C1C(=O)c3ccc4c(c3OC1CO2)C=CC(C)(C)O4 (configuration not stated)	nt	0.082µM*	12%
C/C=C/c1ccc(OCCCNC(C)CC)c(OC)c1 (configuration not stated)	-14%	1%	nt
CCN(CC(=O)Nc1c(F)cccc1F)C(=O)c1cccc(S(=O)(=O)N2CCCc3ccccc32)c1	1%	?	nt
Cc1cc(N(C)N)nc(NC(=O)NS(=O)(=O)c2ccccc2Cl)n1	-4%	-1%	-3%
CC(C)C[C@@H](CN)NC(=O)c1nc[nH]c1C(=O)N[C@@H](C)C(=O)CNC[C@H](C)NC(=O)c1nc[nH]c1C(=O)N[C@@H](C)C(=O)O	-6%	-15%	nt
Cc1ccc(Cc2nc(-c3ccccn3)no2)cc1	-2%	-11%	2%
CC(C)(C)OC(=O)N/N=C/c1ccc(Br)cc1	-3%	24%	0%
COc1ccc(-c2cc(=O)oc3c(C)c(OC(C)C(C)=O)ccc23)cc1 (configuration not stated)	-26%	?	2%
Cc1ccc(CNC(=O)c2sc3nc4n(c(=O)c3c2C)CCCC4)cc1	-7%	?	nt
C/C(=N/NC(=O)c1cnccn1)c1cccs1	5%	0%	-18%
CCOC(=O)Cc1csc(NC(=O)COc2ccc3ccccc3c2)n1	-23%	-21%	6%
COc1ccc(NC(=O)CCCn2c(=O)c3sccc3n(Cc3ccccc3C)c2=O)cc1	0%	?	-8%
C#CCN(C)Cc1ccccc1	4%	-4%	9%

Continued; the last two above are carried over.
SMILES	FEN1 inh	TDP1 cell CPT	N370S GC
COc1ccc(NC(=O)CCCn2c(=O)c3sccc3n(Cc3ccccc3C)c2=O)cc1	0%	?	-8%
C#CCN(C)Cc1ccccc1	4%	-4%	9%
COC(=O)c1ccccc1Sc1c(/C=N/OC(=O)c2ccccc2)c(C(F)(F)F)nn1C	-12%	?	-8%
Cc1ccc(S(=O)(=O)Nc2ccc(C(=O)NCCCn3ccnc3)cc2)cc1[N+](=O)[O-]	15%	-2%	nt
O=C(O)C(Cc1ccccc1)N1C(=O)CCC1=O (configuration not stated)	0%	1%	1%
O=C(O)Cc1ccc2[nH]c3ccc(CC(=O)O)cc3c2c1	-3%	1%	3%
C=CCNc1nc(N)c([N+](=O)[O-])c(NCCO)n1	0%	17%	-2%
COc1ccccc1OCC(=O)N/N=C1/SCC(=O)N1Cc1ccccc1	-4%	-19%	5%[12.8 µM]
CCN(C(=O)c1cnc(OC)cc1C(F)(F)F)c1ccc(Cl)cc1Cl	5%	-16%	4%
COc1ccc(S(=O)(=O)N2CCN(CC(O)CN3CCOCC3)CC2)cc1 (configuration not stated)	3%	-2%	nt
CN(c1ccccc1C(=O)N1CCOCC1)S(C)(=O)=O	2%	6%	5%
O=C(O)c1nnn(-c2cccc(C(F)(F)F)c2)c1-c1ccccc1	-7%	2%	0%
COc1ccc(C(CNS(=O)(=O)c2ccc(NC(C)=O)c(OC)c2)N2CCCC2)cc1 (configuration not stated)	4%	-17%	nt
Cc1ccc(S(=O)(=O)NCCC(=O)O)cc1	2%	-5%	nt
CCOc1ccc(C(C)=O)cc1N1C(=O)C2C3C=CC(C3)C2C1=O (configuration not stated)	1%	-4%	19%
CC(C)CC(=O)Nc1ccc(C(=O)COc2ccc(-c3nnco3)cc2)cc1	-13%	?	-11%
CCCCn1nc(C(=O)N(C)CC(=O)Nc2cccc(F)c2)c2ccccc2c1=O	10%	?	-8%
CCOC(=O)CSC1=N/C(=C/c2ccc(-n3cncn3)cc2)C(=O)N1C(C)=O	1%	21µM*	-18%
c1ccc(CCNc2c3c(nc4ncnn24)CCC3)cc1	-17%	?	9%
Cc1ccc(CN(CC(=O)NC2CCCC2)C(=O)CSc2nnc(COc3ccccc3)o2)cc1	-11%	?	9%
O=C(Nc1ccccc1C(=O)Nc1nncs1)c1ccccc1	7%	?	-2%
Cc1nc(NC(=O)c2ccccc2)sc1-c1csc(NCCc2ccccc2)n1	4%	23µM*	-3%
CN(C)c1ccc(C(=O)N2CCN(c3cc(C(F)(F)F)nc4ccccc34)CC2)cc1	-9%	?	10%
CC(Oc1cccc(Cl)c1)C(=O)Nc1ccncc1 (configuration not stated)	-12%	?	11%
COc1cccc(C(=O)CSc2nnc(CNS(=O)(=O)c3ccc(C)cc3)n2C)c1	-1%	?	2%
CC(=O)C1=C(c2ccc(Br)cc2)N(C(C)=O)n2c(nnc2C2CCCCC2)S1	-7%	5%	nt
O=c1c2sccc2nc(SCc2cc(=O)n3ccccc3n2)n1-c1ccc(Br)cc1	-13%	?	6%

Sorted by count of non-hydrogen atoms (lowest first): 14 of the compounds above.
SMILES	FEN1 inh	TDP1 cell CPT	N370S GC
Cc1ccc(S(=O)(=O)NCCC(=O)O)cc1	2%	-5%	nt
O=C(O)C(Cc1ccccc1)N1C(=O)CCC1=O (configuration not stated)	0%	1%	1%
CN(c1ccccc1C(=O)N1CCOCC1)S(C)(=O)=O	2%	6%	5%
c1ccc(CCNc2c3c(nc4ncnn24)CCC3)cc1	-17%	?	9%
O=C(Nc1ccccc1C(=O)Nc1nncs1)c1ccccc1	7%	?	-2%
O=C(O)c1nnn(-c2cccc(C(F)(F)F)c2)c1-c1ccccc1	-7%	2%	0%
CCN(C(=O)c1cnc(OC)cc1C(F)(F)F)c1ccc(Cl)cc1Cl	5%	-16%	4%
COc1ccccc1OCC(=O)N/N=C1/SCC(=O)N1Cc1ccccc1	-4%	-19%	5%[12.8 µM]
CCOC(=O)CSC1=N/C(=C/c2ccc(-n3cncn3)cc2)C(=O)N1C(C)=O	1%	21µM*	-18%
Cc1nc(NC(=O)c2ccccc2)sc1-c1csc(NCCc2ccccc2)n1	4%	23µM*	-3%
O=c1c2sccc2nc(SCc2cc(=O)n3ccccc3n2)n1-c1ccc(Br)cc1	-13%	?	6%
CN(C)c1ccc(C(=O)N2CCN(c3cc(C(F)(F)F)nc4ccccc34)CC2)cc1	-9%	?	10%
COC(=O)c1ccccc1Sc1c(/C=N/OC(=O)c2ccccc2)c(C(F)(F)F)nn1C	-12%	?	-8%
Cc1ccc(CN(CC(=O)NC2CCCC2)C(=O)CSc2nnc(COc3ccccc3)o2)cc1	-11%	?	9%

Remaining list, next part.
SMILES	FEN1 inh	TDP1 cell CPT	N370S GC
CCOc1cc(CN2CCN(C(=O)CC(C)C)CC2)ccc1OC	-3%	-9%	4%
CN(CCCC1CCCC1)C(=O)CC1C(=O)NCCN1Cc1ccc(F)cc1 (configuration not stated)	-18%	-24%	-18%
CC1(C)C(C=C(Cl)Cl)C1C(=O)Nc1ccc(S(=O)(=O)Nc2ncccn2)cc1 (configuration not stated)	1%	3%	-2%
O=[N+]([O-])C(=C1SCCS1)C(=C(Cl)Cl)N1CCCCC1	-20%	?	0%
CCN1CCCC1CNC(=O)c1cc2c(OC)c(OC)c(OC)cc2[nH]1 (configuration not stated)	-5%	3%	-27%
Cc1cc(C)n(C(=O)c2ccc(NC(=O)CC(C)C)cc2)n1	-2%	2%	6%
CSc1sc(C#N)c2c1/C(=N\O)CCC2	4%	-12%	2%
C=CC[C@@H](CC(=O)N(CCO)Cc1ccccc1)C(=O)N[C@H](COC(=O)[C@@H](CC=C)CC(=O)OC(C)(C)C)C(C)(C)C	-5%	?	nt
COc1ccccc1CCNC(=O)/C(=C/c1cccnc1)NC(=O)c1ccccc1	21%	-5%	-6%
CCOc1ccccc1NC(=O)C(CC(C)C)NS(=O)(=O)c1ccc2c(c1)CCN2C(C)=O (configuration not stated)	0%	?	nt
CCOc1ccc(C(O)(c2ccccc2OC)C(CN2CCCC2)c2ccccc2)cc1 (configuration not stated)	-5%	12µM*	-13%
O=S(=O)(Nc1ccc2c(c1)OCO2)c1ccc(Br)s1	-14%	?	-3%
Cc1cccn2c(=O)c3cc(C(=O)NCC4CCCO4)c(=N)n(Cc4cccnc4)c3nc12 (configuration not stated)	-3%	18µM*	9%
CN(C(=O)c1ccncc1)C1CCCN(Cc2ccccc2F)C1 (configuration not stated)	4%	8%	0%
O=C(NCc1n[nH]c(=S)n1Cc1ccccc1)c1ccc(Cl)cc1Cl	11%	-24%	4%
O=C(NCc1cccnc1)C1CC(c2ccc(Cl)c(Cl)c2)=NO1 (configuration not stated)	-1%	?	-1%
CCN1C(=O)CC(N2CCN(CC(=O)NC(C)C)CC2)C1=O (configuration not stated)	6%	-17%	0%
COc1ccc(S(=O)(=O)N(C)C)cc1NC(=O)CSC(C)C(=O)Nc1cc(C)on1 (configuration not stated)	3%	-5%	nt
Cc1cc(NC(=O)CSc2ccc3nnc(-c4ccc(Cl)cc4)n3n2)no1	-7%	-25%	?
O=C(Nc1ccccc1N1CCOCC1)c1cccc(S(=O)(=O)Nc2ccccc2F)c1	0%	3%	nt
COc1ccc(N2CCN(C(=O)CCCn3c(=S)[nH]c4cc5c(cc4c3=O)OCO5)CC2)cc1	6%	-20%	2%

Some of the compounds tested. The share of hits here may be higher or lower than overall.
